Glioma ERSR ind – inducers of ER stress response in human glioma cells. U87-MG GRP78 promoter luciferase reporter, 16 h. Potency, µM, for the others: top-dose activation, usual class: activators. 420,000 compounds, 0.02% hits. AID 602332; further: potency means the concentration at half of the fitted maximal effect; series mostly up to about 76 µM; % of control where 0% means no effect; nearly all actives have a fitted effect of over 35% in size
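Stably transfected U87-MG glioma cells carrying a GRP78-based luciferase sensor; 16 h compound incubation. Luminescence end-point read 10 min after Bright-Glo addition at room temperature.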
Vif-APOBEC3G blk – Vif-A3G binding inhibition | Q9HC16 | 410,000 compounds, 0.076% hits | HeLa A3G-eYFP + Vif (tagged APOBEC3G with the HIV-1 protein that degrades it), YFP fluorescence, overnight | Potency, µM (series often up to 46.1 µM), for the others: top-dose activity, negative = active, usual class: inhibitors;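 further: potency means the concentration at half of the fitted maximal effect; on the % scale 0 is the no-effect control and ±100 the full control effect; nearly all actives have a fitted effect of over 60% in size; hits raise eYFP signal because A3G escapes Vif-driven loss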
Target sequence (Q9HC16 whole entry, looked up): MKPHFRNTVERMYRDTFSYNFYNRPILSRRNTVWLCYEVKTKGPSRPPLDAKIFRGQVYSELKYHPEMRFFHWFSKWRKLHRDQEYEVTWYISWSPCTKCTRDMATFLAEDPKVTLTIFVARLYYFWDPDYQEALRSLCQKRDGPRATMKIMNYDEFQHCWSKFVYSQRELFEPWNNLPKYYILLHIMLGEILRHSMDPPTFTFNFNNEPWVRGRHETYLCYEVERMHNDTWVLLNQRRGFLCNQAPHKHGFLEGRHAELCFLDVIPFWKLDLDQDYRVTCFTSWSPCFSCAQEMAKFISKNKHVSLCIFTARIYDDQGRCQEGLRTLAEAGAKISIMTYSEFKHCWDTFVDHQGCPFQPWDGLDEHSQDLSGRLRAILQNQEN
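HeLa cells stably expressing Vif and C-terminally eYFP-tagged A3G, seeded overnight at 37 deg C, then exposed to compound by pintool overnight at 37 deg C. Rise in yellow fluorescence (Ex 488/Em 500-530, Acumen) marks blocked Vif-driven A3G degradation.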
D1 ag – agonists of human D1 dopamine receptor; HEK293 T-REx D1 cells, calcium flux, agonist mode; activation, % at 2 µM; 360,000 compounds, 1% hits; P21728; AID 504660; in the data active means activation above about 30%; further: 0% is about no effect
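Tetracycline-induced HEK293 TREx D1 cells, force-coupled to calcium signalling, were dye-loaded with a no-wash calcium kit. Compound was pin-added after a 10 s baseline. Fluorescence was read kinetically at 1 cycle/s for 180 s, with calcium rises flagged as agonism.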
D1 potentiator – human D1 dopamine receptor positive modulation; potentiation, % at 10 µM; P21728; HEK293 TREx D1 cells, calcium flux, dopamine EC20 potentiation; 360,000 compounds, 0.036% hits; in the data active means potentiation above about 30%; further: 0% is about no effect
D2 potentiator – positively modulates the human D2 dopamine receptor allosterically | 340,000 compounds, 0.34% hits | P14416 | potentiation, % at 10 µM | HEK293 T-REx D2, calcium flux, EC20 dopamine potentiation | AID 485347;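 active means potentiation over 3 SD above the plate norm, cut at about 30% in these data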; further: 0% is about no effect
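Primary screen. Calcium kinetics in induced HEK293 T-REx D2 cells: compound pre-addition 180 s, EC20 dopamine, 180 s more.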
LDHA inh – inhibitors of human lactate dehydrogenase A; purified LDHA, NADH/diaphorase-resazurin fluorescence; stronger effect = lower value; activity change, % (values are at about 110 or 230 µM); 480,000 compounds, 0.15% hits; AID 1347041; in the data active means activity change below about -30%; inconclusive means mostly about -25% to -30%;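 further: plate controls were DMSO wells for no effect and wells without enzyme for full effect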
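Remaining NADH was detected by diaphorase (0.133 mg/mL) converting 37 µM resazurin to fluorescent resorufin, read at 0 and 20 minutes. The preceding 5-minute room-temperature reaction used 2 nM LDHA, 0.2 mM sodium pyruvate and 0.06 mM NADH at pH 7.4.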
Vif-A3F inh – blocks the Vif interaction with APOBEC3F | 390,000 compounds, 0.2% hits | HeLa A3F-eYFP + Vif (tagged APOBEC3F with the HIV-1 protein that degrades it), YFP fluorescence increase | Potency, µM (doses to about 46.1 µM), inactives show top-dose activity, negative = active | AID 602313; further: potency means the concentration at half of the fitted maximal effect; % of control where 0% means no effect; nearly all actives have a fitted effect of over 65% in size
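HeLa cells stably expressing Vif plus C-terminally eYFP-tagged A3F were seeded, incubated overnight at 37 deg C, dosed with compound, incubated overnight again at 37 deg C. Yellow fluorescence (Ex 488/Em 500-530) reported blocked Vif-mediated A3F-eYFP degradation.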
RXFP1 ag – RXFP1 (human) receptor agonism; Potency, µM (highest dose often 57.5 µM), for the others: at the highest dose activation, usual class: activators; 370,000 compounds, 0.3% hits; HEK293T-RXFP1 cAMP TR-FRET, 30 min; response scale: percent of porcine relaxin response, buffer zero; further: potency means the concentration at half of the fitted maximal effect; on the % scale 0 is the no-effect control and ±100 the full control effect; nearly all actives have a fitted effect of over 60% in size; many of its hits are not listed in these tables
Target sequence (Q9HBX9 whole entry, looked up): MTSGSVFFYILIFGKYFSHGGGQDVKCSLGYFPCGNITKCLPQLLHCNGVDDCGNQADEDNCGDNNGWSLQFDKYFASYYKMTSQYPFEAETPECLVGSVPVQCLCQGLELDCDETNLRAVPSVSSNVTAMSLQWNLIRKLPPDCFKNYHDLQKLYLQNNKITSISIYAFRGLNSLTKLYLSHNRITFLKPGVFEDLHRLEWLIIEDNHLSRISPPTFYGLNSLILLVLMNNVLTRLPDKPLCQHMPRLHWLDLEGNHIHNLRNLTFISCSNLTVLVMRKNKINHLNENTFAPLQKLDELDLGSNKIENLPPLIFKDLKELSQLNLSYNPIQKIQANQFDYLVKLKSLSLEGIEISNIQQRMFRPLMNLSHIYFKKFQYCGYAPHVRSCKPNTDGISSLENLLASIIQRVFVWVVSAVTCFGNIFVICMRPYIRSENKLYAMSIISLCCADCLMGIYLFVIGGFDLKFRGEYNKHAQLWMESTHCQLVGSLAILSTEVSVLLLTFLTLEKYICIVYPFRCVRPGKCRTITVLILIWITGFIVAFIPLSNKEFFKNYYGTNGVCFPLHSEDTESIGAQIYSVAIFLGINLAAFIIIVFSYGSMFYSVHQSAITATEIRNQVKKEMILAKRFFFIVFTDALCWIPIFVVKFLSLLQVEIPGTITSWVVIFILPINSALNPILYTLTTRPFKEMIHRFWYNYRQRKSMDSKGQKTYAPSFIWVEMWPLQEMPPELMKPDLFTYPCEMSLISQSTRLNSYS
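HEK293 cells stably expressing RXFP1, treated 30 min at 37C with compounds plus PDE4 inhibitor Ro 20174; cAMP measured by HTRF TR-FRET. Normalized to buffer and 29 nM porcine relaxin; EC50 by Hill fit.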
D1 antagonist – blocks dopamine activation of the human D1 receptor; P21728; HEK293 TREx D1 cells, calcium flux, dopamine EC80; stronger effect = lower value; activity change, negative = inhibition, % at 10 µM; 360,000 compounds, 3.2% hits; AID 504652; in the data active means activity change below about -30%; further: on the % scale 0 is the no-effect control and ±100 the full control effect
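Inducible Hek293 Trex D1 cells (tetracycline, overnight, 30 C). Calcium dye 30–90 min RT. Antagonist mode: EC80 dopamine added after 180 s compound read.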
* hit, by the source's call; ? = inconclusive; . = not tested or not shown; & = joins results of further samples. Unless noted, the call rests on the fitted dose curve; in most records, active means well fitted curve in the direction sought with a large enough effect; inconclusive means small, poorly fitted or top-dose-only effect, or another doubt; inactive means no such curve, though single readings can be large; an effect the other way counts as inactive or inconclusive. Not all compounds are listed, so the mix of outcomes need not match the whole.

SMILES | Glioma ERSR ind | Vif-APOBEC3G blk | D1 ag | D1 potentiator | D2 potentiator | LDHA inh | Vif-A3F inh | RXFP1 ag | D1 antagonist
CCOc1cc(C2CC(=O)Nc3c2c(=O)nc(SCc2cccc(Cl)c2)n3C)ccc1O (stereo not drawn) | -1% | -7% | 0 | -1 | 8 | -5 | 2% | -0.5% | 0
O=C(/C=C/c1ccccc1)Nn1cnc2ccccc2c1=O | -1% | 3% | 3 | -1 | 12 | -8 | -2% | 2.1% | -1
COc1ccccc1CCNC(=O)C(=O)NCC(c1ccc2c(c1)OCO2)N1CCOCC1 (stereo not drawn) | -5% | 2% | 1 | 0 | -7 | 1 | -3% | 0.6% | -5
CC(=O)Nc1ccc(NC(=O)c2ccc3c(c2)CCN3S(C)(=O)=O)cc1 | -2% | -4% | 4 | 1 | -8 | -9 | -2% | 4.9% | -3
COCCNC(=O)Cn1cnc2sc(C)c(S(=O)(=O)N3CCN(c4ccccc4OC)CC3)c2c1=O | -1%&2% | 0%&4% | 0&3 | -6&-1 | 1&7 | -2&1 | 0%&-6% | 2.3%&-1.9% | 16&9
CC(C)NC(=O)C1=CC(c2ccc3c(c2)OCO3)=NS(=O)(=O)N1C | 0% | 4% | 3 | -1 | 11 | -4 | -4% | 0.7% | -24
OC1COC(OCc2ccccc2)C(O)C1O (stereo not drawn) | -3% | -1% | 2 | 1 | -3 | -4 | 7% | 0.1% | 5
Cc1ccc(CN2CCN(/N=C/c3ccc(C(F)(F)F)cc3)CC2)cc1 | -2% | 1% | 0 | -1 | -3 | -6 | -14% | -0.2% | 6
Cc1c(C(=O)N2CCCC2)sc(NC(=O)c2cccs2)c1C#N | 1% | 1% | 4 | 2 | 4 | -1 | 1% | 0.0% | -1
Cc1nc2sc(C(c3cccc(F)c3)N3CC(C)OC(C)C3)c(O)n2n1 (stereo not drawn) | -7% | 6% | 1 | 0 | -8 | -1 | 9% | -0.6% | 0
O=C(c1cc(Cl)cc(Cl)c1)N1CCOCC1 | 9% | 0% | 2 | 3 | 5 | -7 | 4% | 0.7% | 3
COc1ccc(NC(=S)NCCNC(C)=O)cc1 | -2% | 0% | 0 | -3 | -6 | -13 | 1% | 0.1% | .
Nc1cccc(-n2cccc2)c1 | -3% | -5% | 2 | 2 | -6 | 5 | -16% | -9.1% | 12
CCc1ccc(-n2c(=O)c3c(C)c(C(=O)N(C)C)sc3n(CC(=O)NCc3ccco3)c2=O)cc1 | -2% | 0% | 1 | 5 | 2 | -2 | -7% | -2.7% | -19
COc1cc(Cl)c(C)cc1NC(=O)COc1ccc(C)nc1[N+](=O)[O-] | -2% | -5% | 1 | -2 | 2 | -4 | 1% | 0.7% | -3
CC(C)(C)OC(=O)NCCc1nnc(SCC(=O)c2ccc(Cl)cc2)o1 | -2% | 5% | 7 | -3 | -1 | -11 | -2% | 0.9% | -20
CC(=O)NC1=NN(C(C)=O)C(C)(c2ccccn2)S1 (stereo not drawn) | -4% | 0% | 0 | -4 | -20 | -6 | -4% | 1.3% | 0
COc1ccc(NC(=O)COC(=O)CNC(=O)c2cccs2)cc1Cl | -2% | -12% | 0 | . | 0 | -2 | 11% | -0.6% | -34*
CCc1ccccc1NC(=O)CCS(=O)(=O)c1cccc2nonc12 | -2% | -2% | -2 | 4 | -2 | -4 | -2% | -0.6% | 3
Nc1nnc(CCOc2ccc(Cl)cc2)s1 | -3% | 0% | 0 | -4 | 0 | -7 | -4% | -0.8% | -11

Reprinted from above (4 entries):
SMILES | Glioma ERSR ind | Vif-APOBEC3G blk | D1 ag | D1 potentiator | D2 potentiator | LDHA inh | Vif-A3F inh | RXFP1 ag | D1 antagonist
CC(=O)NC1=NN(C(C)=O)C(C)(c2ccccn2)S1 (stereo not drawn) | -4% | 0% | 0 | -4 | -20 | -6 | -4% | 1.3% | 0
COc1ccc(NC(=O)COC(=O)CNC(=O)c2cccs2)cc1Cl | -2% | -12% | 0 | . | 0 | -2 | 11% | -0.6% | -34*
CCc1ccccc1NC(=O)CCS(=O)(=O)c1cccc2nonc12 | -2% | -2% | -2 | 4 | -2 | -4 | -2% | -0.6% | 3
Nc1nnc(CCOc2ccc(Cl)cc2)s1 | -3% | 0% | 0 | -4 | 0 | -7 | -4% | -0.8% | -11

Next part
SMILES | Glioma ERSR ind | Vif-APOBEC3G blk | D1 ag | D1 potentiator | D2 potentiator | LDHA inh | Vif-A3F inh | RXFP1 ag | D1 antagonist
CCc1ccc(NC(=O)COc2cccc(-n3cnnn3)c2)cc1 | 1% | -5% | 1 | -9 | -29 | -8 | -3% | 0.6% | -11
COc1ccccc1N1CCN(C(=O)C(=O)c2c(C)[nH]c3ccccc23)CC1 | -1% | -5% | 7 | -1 | 6 | -4 | -7% | 0.4% | -19
CCOC(=O)C(CC)Sc1nc2c(c(=O)[nH]c(=O)n2C)n1CCc1ccccc1 (stereo not drawn) | 5% | 1% | 7 | 0 | . | -7 | 1% | -0.8% | 25
Cc1cccc(N=C2NN=C(c3ccccc3F)CS2)c1C | -2% | 7% | 12 | -6 | -4 | -2 | 0% | -0.3% | 0
CCN(CC)c1c([N+](=O)[O-])ncn1C | -5% | -6% | -2 | 8 | 3 | -5 | -1% | -0.1% | 5
CCc1ccc(NC(=S)N(Cc2ccc(Cl)cc2)Cc2ccc(C(=O)O)cc2)cc1 | 14% | -1% | 1 | -2 | . | -6 | 9% | -3.7% | -9
Cc1cccc(Oc2cc(NC(=O)Cn3cnc([N+](=O)[O-])n3)cc([N+](=O)[O-])c2)c1 | -3% | -6% | 2 | -8 | -1 | 1 | -24% | 2.2% | -19
CCC1(C)NC(C(=O)O)Cc2c1[nH]c1ccccc21 (stereo not drawn) | -2% | 1% | 2 | 1 | 5 | -1 | 0% | 1.8% | -6
Cn1c(=O)c2nc(SCc3ccccc3)n(C)c2n(C)c1=O | -2% | 4% | . | . | . | -10 | -8% | . | .
Cc1ccnc(SCc2nc3ccccc3s2)n1 | 6% | -4% | 1 | -6 | 1 | -16 | -9% | 0.2% | -1
Cc1ccc(C2=NO[C@@](CC(=O)O)(C(=O)Nc3ccc4c(c3)OCCO4)C2)cc1 | -4% | -14% | 3 | -4 | 10 | 21&24 | 13% | 0.2% | -3
CCOC(=O)c1ccc(NC(=O)CC2Sc3ccc(C(F)(F)F)cc3NC2=O)cc1 (stereo not drawn) | -3% | -4% | 14 | -1 | 3 | -3 | -10% | 0.7% | 4
COC(=O)c1c(NC(=O)c2nc(SCc3ccccc3C)ncc2Cl)sc2c1CCCC2 | . | . | 1 | -1 | -8 | 1 | . | 3.2% | 3
COc1cccc(N/C(N)=N/c2nc(C(F)(F)F)cc(C(F)(F)F)n2)c1 | -3% | 0% | 6 | 4 | 6 | -18 | -1% | -1.6% | -14
O=C(O)c1sc(C(=O)O)c(-c2ccccc2)c1-c1ccccc1 | -6% | 2% | . | . | . | 1 | 2% | . | .
COC(=O)c1ccccc1NC(=O)COC(=O)CSCC(=O)N1CCOCC1 | -3% | 3% | 3 | 0 | 6 | 1 | -2% | 1.0% | -9
CCCCNc1ccc(C(CC(N)=O)NC(=O)c2cc(C)cc(C)c2)cc1[N+](=O)[O-] (stereo not drawn) | -4% | -2% | 0 | -3 | 8 | -1 | -1% | 0.0% | 10
COc1ccccc1NS(=O)(=O)c1cccc(C(=O)OCC(=O)NC2CC2)c1 | -5% | 0% | 6 | -10 | -4 | -4 | 0% | 2.6% | -5
CCCNC(=S)N1CCC(NC(=O)C23CC4CC(CC(C4)C2)C3)CC1 | 2% | 0% | 1 | -5 | -6 | -3 | 3% | 0.7% | -4
Cc1cccc(C)c1NC(=O)Nc1ccc2c(c1)OCO2 | 2% | -1% | 2 | 0 | 6 | -9 | 3% | 2.6% | -20
COc1ccc(NC(=S)NNC(=O)C(C)n2nc(C)c([N+](=O)[O-])c2C)cc1 (stereo not drawn) | -3% | -1% | -1 | -1 | 6 | -9 | -7% | -2.6% | .
Cc1nc2ccc(N3C(=O)CCC3=O)cc2[nH]1 | -4% | 1% | 4 | -1 | 1 | 4 | 1% | 0.0% | 0
S=C(NCCc1ccccc1)NC1CC2CCC(C1)N2Cc1ccccc1 (stereo not drawn) | -3% | 2% | 39* | -5 | -28 | -5 | 2% | 0.7% | -66*
Nc1ccc(OCc2ccccc2)cc1[N+](=O)[O-] | 0% | -5% | . | . | . | -6 | -5% | . | .
CC(=O)Oc1cc2oc(=O)cc(C)c2cc1Cl | -2% | -1% | -1 | -2 | -4 | 2 | -1% | 30% | 9
NC(=O)CSc1nnc(Cc2csc(Nc3ccccc3)n2)n1Cc1ccccc1 | -4% | 0% | 1 | -4 | -6 | -6 | -6% | 0.0% | 11
O=C(Nc1cc(Cl)ccc1C(=O)O)c1ccc(CN2C(=O)c3ccccc3C2=O)cc1 | 1% | -1% | . | . | . | -10 | -3% | . | .
CC(Sc1n[nH]c(-c2ccccc2F)n1)C(=O)Nc1ccc(S(N)(=O)=O)cc1 (stereo not drawn) | -7% | 0% | 0 | -7 | 8 | -9 | ? | -0.2% | -8
Cc1cccc(-c2nc3scc(CCNS(=O)(=O)c4ccc(F)c(C(F)(F)F)c4)n3n2)c1 | -3% | 9% | -1 | 0 | 14 | -1 | -5% | 0.6% | .
O=c1[nH]nc(Cc2ccccn2)c2ccccc12 | -3% | 0% | 4 | -1 | 12 | -1 | 9% | 0.2% | 19
Cc1cccc(C(=O)NC(=O)Nc2ccc(-n3nc(C(F)(F)F)cc3C(F)(F)F)cc2)c1 | -3% | -5% | 0 | -3 | -2 | 2 | 1% | 5.1% | 17
CCc1cccc(NC(=O)CCC(=O)N2CCSc3ccccc32)c1 | -3%&0% | -6%&0% | 13&2 | -5&1 | -3&-8 | -1&0 | -3%&11% | 4.2%&-1.2% | -11&-24
COc1ccc(C2c3ccc(O)cc3Oc3ncn(CCCO)c(=N)c32)cc1 (stereo not drawn) | -3% | 1% | 0 | -6 | -27 | -1 | -3% | -2.5% | 5
O=C(c1ccccn1)N(Cc1ccco1)C1(C(=O)NC2CCCCC2)CCCCC1 | -3% | 2% | 0 | -1 | -2 | -6 | -8% | -1.2% | 0

Source: PubChem
